C1s inh: human complement C1s inhibition; purified C1s, fluorogenic AMC substrate, pooled mixtures; 62,000 compounds, 0.16% hits; AID 538; mean inhibition % of two 10-compound mixtures (hits give high values), % at 5 µM (by protocol); P09871;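 active = inhibition above 20% in each of the two 10-compound mixture wells holding the compound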;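 also: 0% = enzyme wells lacking compound mixture and 100% = no-enzyme blank wells; some compounds called inactive have numbers as strong as hits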
CatL block: inhibitors of human cathepsin L | P07711 | purified cathepsin L, fluorogenic substrate, fluorescence | inhibition, %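 (tested at 10 µM)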 | 58,000 compounds, 0.17% hits | AID 460; in the data active = inhibition above about 45%;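 also: 0% = enzyme with no compound and 100% = no enzyme blank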
FXIIa mix inh: blocks human factor XIIa in pooled compound mixtures | P00748 | purified FXIIa, fluorogenic substrate | inhibition, % at 5 µM | 62,000 compounds, 0.2% hits | AID 684;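 also: 0% = enzyme without compound and 100% = no enzyme blank; some results filed as inactive read as strong as hits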
AP complement: orthogonal test for alternative complement pathway inhibitors. Human serum alternative complement pathway, LPS-coated ELISA, C3 deposition; tested in compound mixtures. inhibition, % at 5 µM. 62,000 compounds, 0.08% hits. AID 1235;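 active = inhibition above 30% in each of the two pooled mixtures holding the compound, so the lower value exceeds 30%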;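 also: 0% = serum in Mg-EGTA without compound and 100% = EDTA serum blank; some compounds past the cut are filed as inactive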
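Test system: human serum complement alternative pathway, C3 deposition onto LPS / Medium: Mg2+-EGTA GVB++ buffer containing human serum at 1:15 dilution / Probe or stimulus: Plate-bound LPS / Times: 1 h at 37 °C / Signal: ELISA with HRP anti-human C3 antibody, TMB substrate, absorbance 450 nm / Measure: percent inhibition / Repeats: two pool placements per compound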
CatS block: blocks human cathepsin S protease activity. recombinant cathepsin S, AMC dipeptide fluorescence, pooled mixtures. 62,000 compounds, 0.06% hits. inhibition, %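 (tested at 5 µM per compound within 10-compound mixtures)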. P25774; in the data active = inhibition above about 32%, passing the limit was not always enough; inconclusive = no clear call, values can overlap the other calls;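 also: 0% = enzyme without compound and 100% = blank without enzyme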
Target sequence (P25774 115-331 limits assumed): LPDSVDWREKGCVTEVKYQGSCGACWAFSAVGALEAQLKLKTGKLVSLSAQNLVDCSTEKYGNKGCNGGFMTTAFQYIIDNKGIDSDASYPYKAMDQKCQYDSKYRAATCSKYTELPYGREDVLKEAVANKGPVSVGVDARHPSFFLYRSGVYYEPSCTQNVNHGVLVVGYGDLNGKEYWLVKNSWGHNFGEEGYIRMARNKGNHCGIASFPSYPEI
Cathepsin G inh: cathepsin G (human) inhibition | P08311 | purified enzyme, AMC-tetrapeptide fluorescence, pooled mixtures | inhibition, % at 5 µM (by protocol) | 62,000 compounds, 0.2% hits | AID 581;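 active = inhibition above 20% in each of the two mixture wells holding the compound; inactive = inhibition of 20% or less in either well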;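 also: 0% = enzyme control without mixture and 100% = blank lacking enzyme; strong numbers were not always called active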
Target sequence (P08311 21-244 limits assumed): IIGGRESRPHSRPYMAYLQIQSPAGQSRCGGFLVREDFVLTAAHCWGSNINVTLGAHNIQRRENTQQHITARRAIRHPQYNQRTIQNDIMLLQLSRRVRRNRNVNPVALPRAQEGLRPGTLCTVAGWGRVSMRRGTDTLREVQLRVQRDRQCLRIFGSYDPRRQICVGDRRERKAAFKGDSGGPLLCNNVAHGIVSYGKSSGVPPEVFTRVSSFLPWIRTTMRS
CatB inh: blocks human cathepsin B protease activity; purified cathepsin B, fluorogenic substrate, fluorescence; 63,000 compounds, 0.1% hits; inhibition, %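 (tested at 10 µM)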; AID 453; P07858; in the data active = inhibition above about 21%;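 also: 0% = enzyme with no compound and 100% = no enzyme blank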
CatB mixtures: human cathepsin B inhibition by mixtures | 62,000 compounds, 0.06% hits | Purified cathepsin B, AMC dipeptide fluorescence, compound mixtures | P07858 | inhibition, %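 (ten-compound pools at 5 µM per compound and 50 µM total)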; in the data active = inhibition above about 22%, passing the limit was not always enough; inconclusive = no clear call, values can overlap the other calls;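 also: 0% = enzyme without compound and 100% = no enzyme blank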
FXIa inh mix: inhibitors of human coagulation factor XIa, pooled mixtures; 62,000 compounds, 0.19% hits; AID 680; inhibition, % at 5 µM; purified FXIa, fluorogenic substrate;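 also: each value is inhibition by a whole ten-compound pool holding the compound; 0% = enzyme with no mixture and 100% = wells lacking enzyme; strong numbers were not always called active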
Target sequence (P03951 19-387 limits assumed): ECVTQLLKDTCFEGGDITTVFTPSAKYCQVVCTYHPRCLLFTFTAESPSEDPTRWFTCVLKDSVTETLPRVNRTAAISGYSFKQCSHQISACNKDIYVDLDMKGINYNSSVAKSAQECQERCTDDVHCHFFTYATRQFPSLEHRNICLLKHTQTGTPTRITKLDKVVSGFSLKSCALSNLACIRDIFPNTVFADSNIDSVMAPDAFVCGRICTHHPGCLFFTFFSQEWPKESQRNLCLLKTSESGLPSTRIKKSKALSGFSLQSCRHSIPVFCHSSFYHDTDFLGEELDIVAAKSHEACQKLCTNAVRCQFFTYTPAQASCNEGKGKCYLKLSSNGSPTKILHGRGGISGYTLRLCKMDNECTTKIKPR
Target sequence (P03951 388-625 limits assumed): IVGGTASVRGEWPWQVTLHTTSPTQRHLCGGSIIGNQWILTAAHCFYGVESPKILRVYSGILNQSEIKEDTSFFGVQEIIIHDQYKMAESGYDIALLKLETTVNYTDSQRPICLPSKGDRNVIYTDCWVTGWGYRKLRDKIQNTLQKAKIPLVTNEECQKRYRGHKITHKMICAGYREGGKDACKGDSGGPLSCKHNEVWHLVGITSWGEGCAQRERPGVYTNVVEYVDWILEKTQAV
* marks the source's active call; other numbers are inactive results; ? = inconclusive; nt = no result given. Rule as the data show it, unless noted: active = inhibition above about 20% (passing the limit was not always enough); inactive = the rest. These rows are one share of the data. The share of hits here may be higher or lower than overall.

SMILES	C1s inh	CatL block	FXIIa mix inh	AP complement	CatS block	Cathepsin G inh	CatB inh	CatB mixtures	FXIa inh mix
CC(=O)Nc1c(O)n(C)c2ccccc12	-8	7	12	-4	20	0	1	8	1
O=c1cc(CO)oc(C(Nc2ccccn2)c2ccsc2)c1O (centres undefined)	7	-6	-13	20	-1	34	0	-1	7
CCCCOC(=O)n1ccc(C(=O)Nc2ccccc2OC)n1	-2	-7	-11	0	-1	-1	-2	3	5
CC12CC(NC(=O)N1c1ccc(C(=O)N3CCN(c4ccc(F)cc4)CC3)cc1)c1ccccc1O2 (centres undefined)	1	2	1	17	-1	10	3	5	3
O=CNCC(=O)NC1CCCCCC1	-1	1	0	19	-4	6	3	1	2
CC(C)CCn1nnnc1C(c1ccccc1)N1CCN(C)CC1 (centres undefined)	-40	21	13	-2	2	0	2	-8	-11
O=C(c1ccccn1)N(CC1CCCO1)C1(C(=O)NC2CCCCC2)CCCCC1 (centres undefined)	11	6	2	8	0	9	0	4	5
COc1ccccc1CNC(=O)c1cnc2ccccn2c1=O	2	5	0	0	8	11	5	5	21*
CCc1ccc(-c2nc(CN3CCC(C(=O)N4CCN(c5ccccc5)CC4)CC3)c(C)o2)cc1	-13	-2	-4	15	14	32	-1	-3	9
Cc1nc2ccc(F)cc2cc1C(=O)NCC1CCCO1 (centres undefined)	10	1	5	6	4	15	-9	5	2
CC1Cc2cc(/C(O)=C3/C(=O)C(=O)N(Cc4ccco4)C3c3cccs3)ccc2O1 (centres undefined)	16	6	4	16	9	12	4	8	6
CC(=O)c1c(C(C)=O)c(C)n(-c2nc(-c3cccs3)c(C)s2)c1C	1	-4	2	10	-4	2	2	-2	6
O=C(c1cccs1)N1CCCc2ccccc21	4	18	1	7	16	5	3	-3	2
O=C1c2ccccc2C(=O)N1SC1CCCCC1	2	24	7	5	0	-3	20	13	2
O/N=C1\CC/C(=N\O)c2nn(-c3ccccc3Cl)nc21	10	4	-18	2	2	7	3	4	10
O=C(Nc1ccc(N2CCCC2)c(Cl)c1)c1ccc(Br)o1	4	7	-10	8	4	0	-4	5	5
Cc1onc(-c2ccccc2Cl)c1C(=O)Nc1ccccc1C(N)=O	-36	15	1	-7	11	-12	10	6	-1
C/C=C/c1ccc(OCCCn2cncn2)c(OC)c1	-18	-7	5	14	-6	7	0	-8	-2
Cc1onc(-c2ccccc2Cl)c1C(=O)NCc1ccco1	6	23	1	8	9	14	3	3	0
COC(=O)CSc1nc2cc3c(cc2cc1C)OCCO3	2	nt	7	2	8	7	4	-4	-2
CCOc1ccc(N2C(N)=NC(N)=NC2(C)C)cc1	-5	0	-21	16	-5	-4	-2	-3	6
COCCNC(=O)c1ccc(NS(C)(=O)=O)cc1	15	-4	-21	7	-4	8	-1	0	6
CCS(=O)(=O)NCCc1cc2c(OC)ccc(OC)c2[nH]c1=O	-72	1	-3	14	-1	-11	1	4	-8
Cc1nc(C)c(C(=O)C2=C(O)C(=O)N(CCN(C)C)C2c2cccs2)s1 (centres undefined)	8	18	11	11	8	11	2	5	14
COc1ccccc1OCC(=O)O	-20	-1	2	-11	-2	-10	-3	-3	-8
CCC(C)Oc1ccccc1C1CC(=O)NC2=C1C(=O)CCC2 (centres undefined)	8	-6	13	17	0	12	6	6	11
O=C(O)c1ccc(N2C(=O)C3ON(c4ccccc4)C(c4ccccc4F)C3C2=O)cc1 (centres undefined)	-24	5	4	-14	8	-13	0	1	0
Cc1ccsc1/C=N/n1cnc2sc(C)c(C)c2c1=O	19	19	2	14	17	54	5	6	14
CC(C)(C)c1cnnn1-c1ccc(NC(=O)c2ccc(Br)o2)cc1	-21	1	-32	0	8	4	7	4	4
O=C(Nc1ccc(S(=O)(=O)N2CCCC2)cc1)c1ccc(CN2CCOCC2)cc1	-37	-3	1	8	11	-4	-2	2	2
CN1CC2(Cc3c1ccc1ccccc31)C(=O)OC(C)(C)OC2=O	-36	-4	3	-10	-7	42*	0	-6	-4
CCOC(=O)c1oc2ccccc2c1NC(=O)c1cccc(OC)c1	-32	14	-10	0	-9	4	2	-3	-3
Cc1[nH]c2ccc(-c3nnc(SCC(=O)c4ccc(F)cc4)o3)cc2c1C	-2	-5	11	16	-2	1	-4	5	7
CCCN1C=CC(=C2C(=O)c3ccccc3C2=O)C=C1	-17	9	-6	6	7	1	-1	4	-3
Cc1ccc2[nH]cc(C(=O)CN3CCC4(CC3)OCCO4)c2c1	13	6	-4	10	-2	8	3	5	6
Cn1c(Cn2c(=O)sc3ccccc32)nnc1SCC(=O)N1CCCc2ccccc21	11	nt	0	17	-2	17	4	2	5
CC(C)c1ccc(OCC(O)Cn2cnc3ccccc32)cc1 (centres undefined)	-22	-6	-1	1	-7	-15	1	-1	0
COc1ccc2[nH]c(=O)c(CN(CCc3ccccc3)Cc3nnnn3CC3CCCO3)cc2c1 (centres undefined)	-8	-6	-1	9	22	25	7	2	11
COc1ccc(C(=O)Nc2cc(OC)cc(OC)c2)cc1	-29	nt	4	15	-4	1	-6	4	8
COc1ccc(N2CCN(C(=O)c3ccc(-n4nc(C)cc4C)cc3)CC2)cc1	2	5	5	3	6	3	4	0	1
CCCCS(=O)(=O)NC1=NCN(C2CCN(Cc3ccccc3)CC2)CN1	-19	-4	-9	5	-12	2	5	-6	-1
CCOC(=O)C1=C(C)NC(C)=C(C(=O)OCC)C1C(=O)OC1CCOC1=O (centres undefined)	5	-5	15	15	6	5	-5	7	6
CSc1nc(-c2ccccc2)nc2[nH]ccc(=O)c12	-25	-9	7	13	-5	-1	-4	4	8
O=C(Nc1ccccc1-c1ccccc1)NC1CCN(C(=O)N2CCOCC2)CC1	-8	12	-17	4	-1	9	0	-12	-2
CCc1ccc(Nc2cc(C)nc3nc(C)nn23)cc1	-32	nt	15	9	-5	2	-3	5	0
Cc1nc(SCC(=O)Nc2c(C)n(C)n(-c3ccccc3)c2=O)n[nH]1	-9	-4	0	2	-5	-9	2	2	8
CN(C(=O)c1cc2nc(-c3ccco3)cc(C(F)(F)F)n2n1)C1CCCCC1	-124	-20	2	16	-17	-8	1	-6	-13
CC(C)COC(=O)N1CCCC1C(=O)Nc1nccs1 (centres undefined)	-1	-13	-2	-4	-3	2	-3	-5	6
Cc1ccc(-c2nnc(SCC(=O)Nc3ccccc3F)o2)cc1	4	10	12	12	8	9	2	1	3
CN(CC(=O)NC1CCCc2ccccc21)S(=O)(=O)c1ccc2c(c1)c(=O)n(C)c(=O)n2C (centres undefined)	-15	-7	26*	8	-4	-2	-5	3	7
COc1ccc(CC(=O)Nc2ccc(-c3noc(-c4cc(OC)c(OC)c(OC)c4)n3)cc2)cc1	10	-3	-3	9	-5	6	0	0	5
C=CCNC(=O)CCNS(=O)(=O)c1ccc(Br)cc1	-6	11	5	22	12	6	2	1	2
O=C(C(c1ccccc1)c1ccccc1)N1CCOCC1	11	0	-21	11	-2	5	2	1	8
Cc1cc(C(=O)NCCCN2CCOCC2)n(-c2ccccc2)n1	-2	0	3	17	-4	2	-2	4	4
Cc1cc(NC(=O)CC(CN(C)S(=O)(=O)c2ccccc2)c2ccccc2)no1 (centres undefined)	10	-7	11	12	-3	9	1	4	5
CC(=O)C1=C(C)Nc2ncnn2C1c1ccccc1OCc1ccccc1 (centres undefined)	17	11	-20	2	10	10	2	6	14
CC(C)OC(=O)CSc1nnc(-c2ccncc2)n1N	-12	nt	2	2	13	5	5	1	-4
O=C(CSc1nnnn1C1CCCC1)Nc1ccc2c(c1)OCCO2	-22	-3	10	-6	-7	-13	-3	0	3
CNC(=O)C1CCC(=O)N1Cc1ccc(C)cc1 (centres undefined)	16	10	2	9	1	9	-1	3	6
O=C(c1ccco1)N1CCN=C1SCc1ccccc1F	13	nt	8	18	-5	7	0	2	7

Grouped by structure: those above containing a COOH group.
SMILES	C1s inh	CatL block	FXIIa mix inh	AP complement	CatS block	Cathepsin G inh	CatB inh	CatB mixtures	FXIa inh mix
COc1ccccc1OCC(=O)O	-20	-1	2	-11	-2	-10	-3	-3	-8
O=C(O)c1ccc(N2C(=O)C3ON(c4ccccc4)C(c4ccccc4F)C3C2=O)cc1 (centres undefined)	-24	5	4	-14	8	-13	0	1	0

The results go on.
SMILES	C1s inh	CatL block	FXIIa mix inh	AP complement	CatS block	Cathepsin G inh	CatB inh	CatB mixtures	FXIa inh mix
COCCn1nnnc1C(C(C)C)N1CCN(C(=O)c2ccco2)CC1 (centres undefined)	21	1	-43	-3	9	-10	0	4	-3
CCc1cccc(NC(=O)NC2CCCCC2)c1	11	-2	-1	14	43	9	2	6	2
O=C(Cn1nnc2ccccc2c1=O)Nc1ccc2c(c1)CCC2	1	-3	8	13	5	1	-1	5	6
CCCCn1c(SCC(=O)NCCc2ccc(OC)c(OC)c2)nc2c1c(=O)n(C)c(=O)n2C	-2	4	5	1	-2	8	-2	-2	2
CCNc1ccc(C(=O)OCC)cc1NC(=O)c1cccc(N(C)C)c1	18	19	1	6	4	9	0	4	11
CCn1c(SCC(=O)NCC2CCCO2)nnc1-c1c[nH]c2ccccc12 (centres undefined)	5	-3	7	15	-4	12	4	3	8
CCCC(=O)Nc1nc2ccc(NC(=O)c3ccc(Br)o3)cc2s1	3	nt	11	13	7	10	1	-7	-5
CCOCCn1c(SCc2c(F)cccc2Cl)nc2c1c(=O)[nH]c(=O)n2C	-22	-4	7	6	?	-2	-6	-1	-2
CCOC(=O)CC(N)c1ccc2c(c1)OCO2 (centres undefined)	-1	11	1	17	-3	-1	-3	-2	6
Cc1ccc(-n2c(N)c(C(=O)N3CCN(C)CC3)sc2=S)cc1	-22	nt	3	13	2	0	-2	-1	-6
CCc1ccccc1NC(=O)c1ccc(F)c(S(=O)(=O)N2CCC(C(N)=O)CC2)c1	16	-1	0	16	-3	10	-1	3	7
O=C(NCc1ccccc1)C1CCN(S(=O)(=O)N2CCOCC2)CC1	15	-6	3	17	0	10	-1	4	4
Cn1c(-c2cc(Br)ccc2O)n[nH]c1=S	-26	-1	-16	-8	11	-6	5	4	-4
CCOC(=O)c1ccc(NC(=O)CCc2c(C)nc3ncnn3c2C)cc1	5	0	0	13	-4	8	4	-3	4
Cc1oc(C)c(C(=O)O)c1COc1ccc(C(=O)O)cc1	-32	7	5	9	2	7	9	2	0

One compound at a time, as listed above. Order of screens: C1s inh	CatL block	FXIIa mix inh	AP complement	CatS block	Cathepsin G inh	CatB inh	CatB mixtures	FXIa inh mix
Record of Cc1nc(SCC(=O)Nc2c(C)n(C)n(-c3ccccc3)c2=O)n[nH]1 = -9	-4	0	2	-5	-9	2	2	8
Record of Cc1ccc(-n2c(N)c(C(=O)N3CCN(C)CC3)sc2=S)cc1 = -22	nt	3	13	2	0	-2	-1	-6

(listing goes on)
SMILES	C1s inh	CatL block	FXIIa mix inh	AP complement	CatS block	Cathepsin G inh	CatB inh	CatB mixtures	FXIa inh mix
CC(=O)Nc1ccc(S(=O)(=O)N(C)c2ccc(O)cc2)cc1	10	nt	-2	-7	18	2	3	28	25
O=C(Nc1ccc2c(c1)ncn2-c1ccccc1)c1ccco1	-5	11	10	11	-6	7	2	1	0
c1coc(-c2nc3c4c5c(sc4ncn3n2)CCCC5)c1	-45	7	0	-6	10	-1	5	-2	-8
O=c1nc2c(-c3ccccc3F)n[nH]n2c2ccccc12	-6	0	17	18	-5	7	-2	3	2
CC(=O)Nc1ccccc1NC(=O)CN(C)S(=O)(=O)c1ccc(C)cc1	0	-2	8	8	-1	-1	-4	-1	12
CCOc1ccc(C(=O)NC2CCN(C(=O)NCc3ccccc3)CC2)cc1	1	6	2	-3	18	-3	5	6	5

Bioassay records deposited in PubChem BioAssay by PCMD.
